# MC4R barr agon = human MC4R agonism via beta-arrestin; P32245; U2OS MC4R beta-arrestin complementation, luminescence; percent of melanotan II response, DMSO zero; activation, % at 8.9 µM; 360,000 compounds, 0.98% hits;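 active = activation above a per-plate cutoff, the mean activation of sample wells on that plate plus 3 SD, cut at about 8% in these data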
# Target sequence (P32245 whole entry, looked up): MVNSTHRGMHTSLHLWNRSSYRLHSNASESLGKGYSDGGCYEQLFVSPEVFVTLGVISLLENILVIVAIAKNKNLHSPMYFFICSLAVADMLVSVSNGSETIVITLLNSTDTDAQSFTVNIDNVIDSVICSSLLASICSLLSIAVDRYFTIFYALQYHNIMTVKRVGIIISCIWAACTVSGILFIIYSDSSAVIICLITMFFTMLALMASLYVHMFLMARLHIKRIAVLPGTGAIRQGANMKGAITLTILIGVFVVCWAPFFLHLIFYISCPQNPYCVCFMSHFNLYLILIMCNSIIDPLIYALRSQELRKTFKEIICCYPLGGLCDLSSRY
# N-glyco inh = N-linked glycosylation inhibition; D54 ERlucT glycosylation luciferase reporter, 24 h; percent of 100 nM tunicamycin response; reporter increase, % at 12.5 µM; 360,000 compounds, 0.23% hits;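 active = mean luciferase reporter signal, scaled so untreated is 0 and the glycosylation-blocking control 100, at or above a set limit in every replicate; inconclusive = mean reaches the limit but not every replicate does; inactive = mean below the limit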;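 note: luciferase carries N-glycosylation sites so blocking glycosylation raises the light; 0% = median of neutral control wells and 100% = median of 100 nM tunicamycin wells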
# ABCB6 inh 2 = blocks the human ABCB6 transporter | K562-ABCB6 porphyrin accumulation, flow cytometry, 1 h; stronger effect = lower value | AID 602162 | Q9NP58 | fluorescence ratio to DMSO, % at 10 µM | 360,000 compounds, 0.19% hits;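 active = fluorescence ratio to DMSO below 75%, the collection mean minus 3 SD; inconclusive = too few cells collected in the well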;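 note: signal is porphyrin accumulated inside mitochondria; 100% equals median channel fluorescence of DMSO control wells; lower ratio means ABCB6 inhibition with less porphyrin fluorescence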
# ABHD5 PLIN5 PPI = inhibitors of human ABHD5-perilipin-5 interaction; 360,000 compounds, 0.78% hits; Split G. princeps luciferase complementation, luminescence, 4 h; inhibition, % at 4 µM;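 active = inhibition above the mean inhibition across every tested compound plus 3 SD, cut at about 22% in these data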;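 note: 0% = DMSO only wells and the 100% control is not disclosed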
# SRC2 inh = human SRC2 (NCOA2) inhibition. inhibition, % at 9 µM. 370,000 compounds, 0.17% hits. HEK293 GAL4-SRC2 luciferase reporter, luminescence. Q15596. AID 651957;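 active = inhibition above the mean inhibition of all tested compounds plus 3 SD, set per campaign, cut at about 52% in these data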;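 note: 0% = DMSO treated cells and 100% = cells given Gossypol at 36 µM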
# Cardio protect = modulators protecting cardiomyocytes from myocardial damage; protection from H2O2 cell death, % at 20 µM; AID 588492; 360,000 compounds, 0.63% hits; H9c2 cardiomyocytes, H2O2 injury protection, ATPLite, 2 h;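 active = compounds giving at least 50% protection of heart cells from peroxide-induced death in the single-dose screen, raw or plate-pattern-corrected value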;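 note: 0% = DMSO wells with peroxide and 100% = DMSO wells without peroxide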
# MC4R antagonist = blocks human MC4R cAMP signaling | 360,000 compounds, 0.48% hits | P32245 | inhibition, % at 6.5 µM | MC4R-expressing cells, MTII-stimulated cAMP, LANCE TR-FRET;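 active = inhibition above its plate's cutoff, the mean of tested wells on that plate plus 3 SD, cut at about 29% in these data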;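 note: 0% = Melanotan II alone and 100% = Melanotan II plus saturating MCL0020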
#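 Assay system: U2OS-MC4R stable cell line; Also added: Melanotan II; Technique: Eu-cAMP/anti-cAMP TR-FRET, emission 671 nm; Times: 30-min compound, 1-h challenge, 1-h detection, room temperature.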
# NOD2-RIPK2 inh = blocks binding of human NOD2 to RIPK2 | CHO BLA complementation NOD2-RIPK2, CCF4 ratio | AID 624267 | inhibition, % at 4.98 µM | O43353 | 360,000 compounds, 0.38% hits; in the data active = inhibition above about 21%;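 note: 0% = vehicle only and 100% = reference blocker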
# HTR2A ag = activates the mouse 5-HT2A serotonin receptor. 360,000 compounds, 0.66% hits. activation, % at 7.6 µM. P35363. CHO-K1 mHTR2A beta-arrestin complementation, luminescence; percent of 30 µM serotonin response;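 active = activation above a run cutoff, the mean activation of all tested compounds plus 3 SD, cut at about 14% in these data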;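 note: 0% = plate median of compound wells and 100% = 30 µM serotonin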
# Target sequence (P35363 whole entry, looked up): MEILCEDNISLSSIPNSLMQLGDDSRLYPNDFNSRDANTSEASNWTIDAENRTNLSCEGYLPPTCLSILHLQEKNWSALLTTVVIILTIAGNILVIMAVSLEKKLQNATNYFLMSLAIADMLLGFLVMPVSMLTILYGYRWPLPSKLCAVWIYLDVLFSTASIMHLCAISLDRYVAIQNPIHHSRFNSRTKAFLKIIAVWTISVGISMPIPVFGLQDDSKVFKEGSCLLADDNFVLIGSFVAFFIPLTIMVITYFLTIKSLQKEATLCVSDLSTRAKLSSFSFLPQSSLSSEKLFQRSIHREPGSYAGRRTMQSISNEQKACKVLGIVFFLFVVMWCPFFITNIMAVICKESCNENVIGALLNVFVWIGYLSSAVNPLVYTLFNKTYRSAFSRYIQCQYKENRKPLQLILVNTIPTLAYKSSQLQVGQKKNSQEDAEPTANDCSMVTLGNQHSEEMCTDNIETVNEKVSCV
# TLR9-MyD88 inh = blocks human TLR9 binding to MyD88 | Q9NR96+Q99836 | 340,000 compounds, 0.21% hits | inhibition, % at 4.98 µM | CHO BLA complementation TLR9-MyD88, CCF4 FRET ratio;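 active = inhibition above the mean over all tested compounds plus 3 SD, cut at about 21% in these data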;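 note: 0% = DMSO only wells and 100% = clavulanate BLA inhibitor control wells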
# An asterisk follows results filed as active; ? = inconclusive; . = not tested or not shown. Some of the compounds tested (hit frequency here may not be typical).
SMILES,MC4R barr agon,N-glyco inh,ABCB6 inh 2,ABHD5 PLIN5 PPI,SRC2 inh,Cardio protect,MC4R antagonist,NOD2-RIPK2 inh,HTR2A ag,TLR9-MyD88 inh
Cc1noc(C)c1C(=O)Nc1ccccc1-c1ccccc1,-0.7,1,88,5,12,-3,3,-8,7,5
CCCCN(C(C)=O)c1c(CC)nc2ccc(C(=O)NCCc3ccccn3)cn12,-0.6,0,98,5,-7,13,2,-3,2,.
CC(C)[C@@H]1NC(=O)c2cc([N+](=O)[O-])cc(I)c2NCCC[C@@H](C(=O)NC(CC(=O)O)C(N)=O)NC(=O)[C@H](CO)NC1=O (stereo not given in full),-0.6,-4,99,-2,8,4,1,-11,0,-6
CC(C)C(=O)Nc1cc2c3c(c1)CCN3C(=O)CC2,-1.0,1,104,0,-10,-3,7,4,5,6
CCCc1nn2c(=O)cc(CSCC(=O)Nc3ccc(OC)cc3)nc2s1,-0.7,0,98,3,-20,2,17,-9,3,7
Cc1sc2nc(CSCC(=O)Nc3cc(F)ccc3F)[nH]c(=O)c2c1C,-1.0,1,99,4,-15,-5,2,-12,4,-10
Cc1nn(Cc2ccccc2)c(C)c1NC(=O)c1noc2c1CCc1ccccc1-2,-0.3,-3,97,-7,.,-3,7,4,-1,-7
COc1cccc(-c2cc(C(=O)N/N=C/c3ccco3)c3ccccc3n2)c1,-2.0,1,102,-3,-6,14,-4,-2,-4,-10
COc1ccc(C(=O)Nc2cccnc2)cc1C(=O)Nc1cccnc1,-0.5,0,99,-4,.,7,16,-12,-1,-7
O=C(/C=C/c1cccc([N+](=O)[O-])c1)NCCSCc1c(Cl)cccc1Cl,-1.3,0,97,-2,15,-2,10,-4,-5,3
CCc1nnc(NS(=O)(=O)c2ccc(N/C=C\C(=O)c3cccc(OC)c3)cc2)s1,-2.0,2,107,-2,-13,-4,34*,-1,1,-5
CCOC(=O)c1cc(-c2ccc(N)cc2)sc1N,-2.6,-5,93,-3,-51,0,-3,6,-1,12
COc1ccc(Nc2cc(C)c3c(O)cccc3n2)cc1,-2.0,-7,91,-3,-34,-14,3,-1,-6,-10
Cc1ccc(NC(=O)Nc2ccno2)cc1,3.9,1,101,-2,-26,2,5,-10,6,.
COC(C[C@H]1O[C@H]1C(=O)[C@H](C)OCc1ccccc1)OC,0.4,3,97,9,-6,0,17,0,-2,3
CNC(=O)c1sc(SC)cc1-c1ccc(Cl)cc1,-1.3,-1,106,0,-19,-12,0,-5,0,-3
CC(=O)Nc1cccc(C(=O)N2CCN(S(=O)(=O)c3ccc(C4CCCCC4)cc3)CC2)c1,-0.3,0,92,12,-26,-15,1,2,-2,-10
Cc1ncoc1C(=O)Nc1ccccc1-c1ccccc1,-1.3,1,105,-1,-22,3,2,-16,-1,-6
Cc1cc(C)n2c(SCCN3C(=O)c4ccccc4C3=O)nnc2n1,-0.2,-2,110,-4,-18,23,7,-9,2,-11
Cc1cc(NC(=O)COC(=O)COc2ccc3c4c(c(=O)oc3c2)CCC4)no1,-0.3,0,95,2,-9,53*,18,-3,2,-14
CCOc1ccccc1N1CN(CC)CNC1=S,-0.9,-3,109,6,4,9,2,9,0,-2
O=C(Nc1ccc2c(c1)OCO2)OCc1ccccc1,-0.2,-6,97,-9,.,-8,24,-6,-4,-2
C=CCNC(=O)N[C@@H](CCSC)C(=O)OC,1.1,3,97,3,-11,5,-4,5,5,-1
COc1cc(NC(=O)CSc2nc3[nH]ncc3c(=O)n2-c2ccc(Cl)cc2)cc(OC)c1,3.3,-1,96,-6,-2,-2,13,-11,0,-13
C/C(=N\NC(=O)CSCc1ccccc1Cl)c1cccc(NC(=O)c2ccccc2)c1,1.0,-3,98,-1,-12,3,-3,4,4,-5
COC(=O)/C=C(\C)NC(=O)c1ccccc1Cl,-0.1,1,91,6,-32,-8,-3,-1,4,-1
Cc1cc(C)c2nc(NCCCNC(=S)NCCCN(C)C)c(C#N)cc2c1,-0.4,-2,96,10,-7,4,1,4,0,-18
O=C(NCC1COc2ccccc2O1)c1cccc(S(=O)(=O)N2CCN(c3ccccc3)CC2)c1 (stereo not given),-1.7,-7,92,-8,37,-10,7,-10,0,-8
COc1ccc(C(=O)CCNc2ccc(C)c(Cl)c2)cc1,4.7,0,96,-1,-15,2,5,-1,-1,-5
O=C(COC(=O)C1CCN(c2ccc(C(F)(F)F)cn2)CC1)NCCc1ccccc1,-1.8,-1,95,8,4,-6,0,-8,3,5
O=C(NCCOc1ccccc1)c1cc([N+](=O)[O-])ccc1N1CCOCC1,-4.5,11,101,-3,24,8,-5,-1,-9,-2
Cn1cc(CNC(=O)Nc2ccc3c(c2)OCO3)cn1,-1.9,2,96,0,-13,-6,1,2,1,-3
CC(=O)O[C@H]1[C@H](O)[C@H](Oc2c(O)c(C)c3c4c2[C@@H](C)CC[C@@H]4[C@@H](C)C[C@H]3C=C(C)C)O[C@@H](C)[C@H]1O,0.8,-3,95,-10,.,-26,6,-1,12,1
O=C(CSc1nnc(CNC(=O)c2ccc(F)cc2)o1)NCc1ccc(F)cc1,-1.9,.,104,-6,-15,-2,3,6,0,-8
COc1ccc2c(=O)c3c(=O)n(Cc4ccco4)c(-c4ccco4)nc3oc2c1,0.1,2,101,13,-10,33,-4,8,0,-3
COc1ccc(NC(=O)CS(=O)CC(=O)Nc2cccc3cccnc23)cc1 (stereo not given),-2.8,3,99,0,-8,-1,6,-6,-3,1
COc1ccc2cc(CN(C(=O)Nc3ccccc3OC)C3CCCC3)c(=O)[nH]c2c1,4.3,-1,99,9,2,7,-2,4,1,-4
COc1ccc(Cl)cc1CC1(C)C(=O)Nc2c(Cl)cccc21 (stereo not given),5.3,1,?,-10,-2,-12,12,-4,3,.
O=C(CSc1nc2ccccc2[nH]1)c1ccc2c(c1)OCO2,-0.6,0,97,-12,-62,8,-3,-2,1,-6
CC(C)CSc1ncnc2c1oc1nc3c(cc12)COC(C)(C)C3,0.0,3,97,3,10,7,12,10,0,6

# Entries listed so far marked active in MC4R antagonist:
Molecule,MC4R barr agon,N-glyco inh,ABCB6 inh 2,ABHD5 PLIN5 PPI,SRC2 inh,MC4R antagonist,NOD2-RIPK2 inh,HTR2A ag,TLR9-MyD88 inh
CCc1nnc(NS(=O)(=O)c2ccc(N/C=C\C(=O)c3cccc(OC)c3)cc2)s1,-2.0,2,107,-2,-13,34*,-1,1,-5

# More structures:
SMILES,MC4R barr agon,N-glyco inh,ABCB6 inh 2,ABHD5 PLIN5 PPI,SRC2 inh,Cardio protect,MC4R antagonist,NOD2-RIPK2 inh,HTR2A ag,TLR9-MyD88 inh
CC(C)CCN1CCN(Cc2ccon2)CC1CCO (stereo not given),-1.1,1,101,4,0,-1,-5,-6,6,5
CSCCc1nc(SCC(=O)Nc2nnc(C)s2)[nH]c1C,-0.1,1,97,2,-11,9,2,4,2,-3
O=c1c2nncn2c2cc(C(F)(F)F)ccc2n1CCNc1ncc(C(F)(F)F)cc1Cl,-0.3,5,101,0,-10,40,4,0,7,-3
CCOC(=O)C1=C(C)NC(C)=C(C(=O)OCC)C1C,4.5,-2,88,9,-12,-6,9,4,-5,-5
Nc1cc2c(cc1Br)[nH]c(=O)c1ccccc12,-0.9,18,91,-1,-67,17,-8,-22,-3,0
CCc1ccc(O)c(-c2cc(C(=O)Nc3cccnc3)[nH]n2)c1,0.2,2,100,8,-26,4,-7,-8,-4,9
COCCN(Cc1cc2cc3c(cc2n2nnnc12)OCO3)C(=O)c1ccccc1F,-2.0,4,98,1,5,5,3,-6,2,1
Cc1cccc(C)c1NC(=O)c1cc(S(=O)(=O)N2CCC3(CC2)OCCO3)ccc1F,0.2,0,97,-1,-2,-2,9,1,6,-5
Cc1ccc(NC(=O)CN(C)c2ccc(S(=O)(=O)N3CCN(C)CC3)cn2)cc1,1.2,-1,102,1,-5,-9,2,0,-2,1
COC(=O)[C@@]12C[C@@H](CC(=O)NCCc3ccccc3OC)C(=O)N(Cc3ccccc3)C1=CCC(C)(C)C2,.,.,.,-4,-8,.,.,10,0,.
CC1(C)S[C@@H]2[C@H](NC(=O)C(C(=O)O)c3ccccc3)C(=O)N2[C@H]1C(=O)O (stereo not given in full),-0.4,1,97,-1,.,5,12,-14,-3,6
CCC(=O)Nc1ccc(NC(=O)c2cc3ccccc3o2)c(OC)c1,0.1,-2,98,9,-28,9,11,-7,-2,-8
COc1ccccc1C(=O)OCC(=O)Nc1ccc(OC(F)F)cc1,-1.0,-1,99,3,-12,4,3,0,0,2
Cc1nn(-c2ccccc2)c(Cl)c1/C=N/NC(=O)CNC(=O)c1ccccc1Cl,-0.2,-2,97,1,-4,12,8,-1,-5,1
COC(=O)c1cc(NC(=O)CN2CCC(C(N)=O)(N3CCCCC3)CC2)cc(C(=O)OC)c1,-2.7,4,104,-2,-5,2,1,-7,-2,-1
c1ccc(Nc2nc(-c3ccncc3)nc3ccccc23)cc1,1.0,-7,97,-3,-15,-9,5,-7,0,2
CCN(CC)S(=O)(=O)c1ccc(C(=O)NNC(=O)c2csc(N3CCOCC3)n2)cc1,-3.5,0,96,-4,4,4,0,0,-4,1
CC(CNC(=O)CCCn1c(=O)c2cccn2c2cccnc21)c1ccccc1 (stereo not given),0.8,-1,98,-3,-26,12,1,3,3,6
CC(C)(C)C(=O)n1nc(-c2ccccc2)oc1=O,-1.4,3,103,2,-5,2,8,-13,16*,-13
Cc1cc(C)n2nc(SCC(=O)N(Cc3ccccc3)C3CCS(=O)(=O)C3)nc2n1 (stereo not given),-1.8,0,101,3,6,9,-1,2,1,-1
COc1ccc(C2=NN(C(C)=O)CC2c2cccc([N+](=O)[O-])c2)cc1 (stereo not given),-2.2,1,97,0,3,1,-1,10,1,2
O=C(CSc1nnc(-c2cccnc2)n1CCc1ccccc1)N1CCCCC1,2.9,1,104,-4,18,1,16,-8,2,-6
CCCCCNC(=O)C1C(=O)Nc2ccccc2C(=O)N1c1ccc(OC)cc1 (stereo not given),.,.,.,0,-9,.,.,-9,-3,.
O=C(NC(=S)Nc1ccccc1F)C1CCCCC1,2.5,1,99,-4,-17,-8,7,-6,-1,-4
Cc1nc(S/C(=C/c2ccc(-c3cccc(Cl)c3)o2)C(=O)O)n[nH]1,-3.0,2,126,2,8,2,2,3,2,-6
Cc1ccc2nsnc2c1NC(=O)c1ccc(-c2cc(Cl)ccc2Cl)o1,3.5,129*,103,2,-21,14,-4,5,-7,-10
CC(C)CN(C(=O)C1CC1)C1CCS(=O)(=O)C1 (stereo not given),-0.8,2,107,0,13,2,5,4,2,2
O=C(Cn1nnc(-c2ccccc2)n1)NC(=O)NC1CCCC1,1.4,5,100,-5,-27,0,3,0,-4,8
CCCCC1(C)NC(=O)c2c(C)sc(C(=O)OCC)c2N1 (stereo not given),-0.1,3,95,2,-8,-7,15,-1,3,7
Nn1c(SCC(=O)Nc2ccccc2)nnc1C1CCCCC1,-1.1,5,99,-10,0,2,4,-4,4,3
COCC(=O)N/N=C(\C)CC(=O)Nc1ccccc1C(N)=O,-0.8,0,97,3,-15,-2,2,23*,-1,6

# Assay outcomes from PubChem BioAssay.
